Screening results: PubChem BioAssay, several laboratories
STK33 inh: blocks human STK33 kinase activity | Q9BYT3 | purified STK33, MBP phosphorylation, ADP-Glo luminescence | inhibition, % at 10 µM | hit rate 0.073% among 320,000;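 active means inhibition at or above 25%, using the most active replicate where run in duplicate; inactive means inhibition below 25%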
Target sequence (Q9BYT3 whole entry, looked up): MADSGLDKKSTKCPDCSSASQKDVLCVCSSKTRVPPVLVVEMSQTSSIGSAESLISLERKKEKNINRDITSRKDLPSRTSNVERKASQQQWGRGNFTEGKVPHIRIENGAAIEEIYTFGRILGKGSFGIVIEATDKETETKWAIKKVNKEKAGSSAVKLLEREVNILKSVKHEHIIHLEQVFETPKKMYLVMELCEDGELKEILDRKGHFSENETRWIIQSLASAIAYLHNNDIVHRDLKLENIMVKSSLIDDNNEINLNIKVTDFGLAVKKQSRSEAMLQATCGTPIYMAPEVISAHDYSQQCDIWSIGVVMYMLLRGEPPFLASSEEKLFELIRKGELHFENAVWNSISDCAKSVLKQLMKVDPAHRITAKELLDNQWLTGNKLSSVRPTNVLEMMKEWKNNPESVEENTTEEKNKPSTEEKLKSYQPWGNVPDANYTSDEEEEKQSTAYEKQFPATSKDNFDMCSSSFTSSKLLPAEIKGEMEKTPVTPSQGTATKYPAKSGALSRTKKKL
KCNQ2 block: KCNQ2 potassium channel inhibitors, primary screen, cell-based, CHO-K1, FluxOR thallium flux, B-score (AID 2156). O88943. 20 min; hits give low values. B-score at 10 µM. hit rate 1.1% among 310,000;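 active means fluorescence ratio B-score at most minus 3 library SDs, with starting brightness B-score within 2 library SDs, cut at about -5.5 in these data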
OX1R FRET antag: antagonists of human orexin 1 receptor (OX1R); O43613; OX1R-expressing cells, FRET antagonist read-out; inhibition, % at 6.6 µM; hit rate 1.8% among 330,000; AID 485270; in the data active means inhibition mostly above about 38%, no sharp cut-off; inactive means mostly below about 40%;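 further: 0% = agonist challenge alone and 100% = reference antagonist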
Target sequence (O43613 whole entry, looked up): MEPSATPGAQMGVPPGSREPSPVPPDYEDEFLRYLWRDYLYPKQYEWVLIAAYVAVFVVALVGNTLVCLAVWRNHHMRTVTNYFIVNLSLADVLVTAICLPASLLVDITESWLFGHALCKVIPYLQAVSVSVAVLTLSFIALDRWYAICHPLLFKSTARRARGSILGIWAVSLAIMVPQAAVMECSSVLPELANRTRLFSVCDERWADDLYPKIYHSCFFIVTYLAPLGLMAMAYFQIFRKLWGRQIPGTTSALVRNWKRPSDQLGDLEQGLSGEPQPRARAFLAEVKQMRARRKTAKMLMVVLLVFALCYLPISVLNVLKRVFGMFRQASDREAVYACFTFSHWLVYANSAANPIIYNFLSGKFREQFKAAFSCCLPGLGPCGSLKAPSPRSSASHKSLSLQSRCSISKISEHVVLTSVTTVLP
Numbers without * were called inactive; i = inactive; . = not tested or not shown. Rows were taken by chance; about 2.7% have a hit in one of these screens.

SMILES	STK33 inh	KCNQ2 block	OX1R FRET antag
COc1cccc(-c2csc(N3CCN(C(=O)Nc4ccccc4Cl)CC3)n2)c1	-2.4	i	18.4
N#Cc1ccc(OS(=O)(=O)c2ccc(-c3ccon3)s2)cc1	-1.5	i	16.5
Cc1oc(/N=C/c2ccccc2O)c(C#N)c1C	0.0	i	12.2
CCn1c(=O)cc(SCC(=O)N2CCC(C)CC2)c2ccccc21	-1.0	i	7.8
Cc1ccccc1C(=O)NCCc1nnc(SCC(=O)Nc2nc(-c3ccccc3)cs2)n1C	0.1	i	20.7
OC(COC(c1ccc(Cl)cc1)c1ccc(Cl)cc1)CN1CCN(c2ccccn2)CC1 (stereo not drawn)	0.4	i	11.4
O=C(COC(=O)C1CC(O)CN1S(=O)(=O)c1ccccc1[N+](=O)[O-])c1ccc[nH]1 (stereo not drawn)	-0.4	.	8.9
Cc1cccc(NC(=S)N2CCC(O)CC2)c1C	-1.1	i	0.0
CCC(C)NC(=O)c1cc(Cl)ccc1OC (stereo not drawn)	-0.6	i	12.9
CCC(C)[C@H]1CNCCN1CC1(c2ccccc2)CC1 (stereo partly drawn)	-1.8	i	11.1
CCN(CC)S(=O)(=O)c1ccc(N2CCOCC2)c(NC(=O)CCC2CCCCC2)c1	-0.4	i	8.4
Cc1cc(C)n(CCCO)c(=O)c1C#N	0.2	i	17.0
CN(C)CCNc1cnn(-c2ccccc2)c(=O)c1Cl	-2.7	i	5.2
CSc1ncc(C(=O)NCCCc2ccccc2)c(C)n1	-1.6	i	.
COc1cc(C2C(C#N)=C(N)OC3=C2C(=O)CCC3)cc(OC)c1OC(=O)N1CCOCC1 (stereo not drawn)	-2.1	i	15.6
CO/N=C/c1ccc(OC)c(Oc2nc(OC)cc(OC)n2)c1	-1.0	i	9.2
COc1cc2cc(CN(CCN3CCCC3)C(=O)Nc3ccc(F)cc3)c(=O)[nH]c2cc1OC	-1.4	.	16.9
COc1cc(OC)cc(C(=O)NCCSc2c[nH]c3ccccc23)c1	-0.5	i	22.2
Oc1ccc(-c2onc3ccc(Cl)cc23)cc1	14.9	i	44.1
CC(=O)c1c(C)[nH]c(C(=O)OCC(=O)Nc2ncc(Cl)c(C)c2Cl)c1C	-0.1	i	4.9
CCOC(=O)c1c(C)[nH]c(C(=O)COC(=O)CNS(=O)(=O)c2ccc(C)cc2)c1C	0.1	.	10.2
Cc1ccc(Cn2nnc3c(=O)n(CC(=O)N4CCN(c5ccccc5)CC4)cnc32)cc1	-0.2	i	26.7
CSCC[C@H](NC(=O)[C@@H]1Cc2ccccc2CN1)C(=O)Nc1cccc(C)c1	-3.2	i	19.2
CN1C2CCC1CC(OC(=O)C(CO)c1ccccc1)C2 (stereo not drawn)	0.4	.	3.3
O=c1cc(C(F)(F)F)nc(-c2cccnc2)[nH]1	-1.4	i	7.1
O=C(Nc1ccc2c(c1)OCCO2)C1CCCN1S(=O)(=O)c1ccc(Cl)cc1 (stereo not drawn)	-2.3	i	21.9
COc1cccc2cc(S(=O)(=O)c3ccccc3)c(=Nc3ccc4c(c3)OCCO4)oc12	0.3	i	14.7
COc1cccc2cc(-c3ccccc3)c(=O)oc12	-0.4	i	17.7
Cc1ccc(CSCC(=O)NCc2cccnc2)cc1	-0.5	i	11.1
NC(=O)CSc1nnc(-c2ccncc2)n1CCc1ccccc1	1.1	i	15.1
Cc1cc(C(=O)NC2CCCc3c2cnn3-c2ccc(C)c(C)c2)nc(C)n1 (stereo not drawn)	-2.7	i	19.4
NS(=O)(=O)c1ccc(NC(=O)C(=O)NCCC(=O)O)cc1	0.0	i	16.7
COc1ccc(OC)c(S(=O)(=O)Nc2ccc(Oc3ccccc3)cc2)c1	-0.6	i	9.6
COc1cc(N=C(N)N=C(N)N)cc(OC)c1	0.0	i	-6.9
Cc1ccc(C(=O)O/N=C2/CC3CCC2(C)[C@@]3(C)CBr)cc1 (stereo partly drawn)	-0.4	i	1.0
CN1CCN(c2ccc(NC(=O)c3ccccc3)cc2)CC1	3.0	i	-2.1
c1ccc(-c2nnc3sc(-c4cc5ccccc5o4)nn23)cc1	-1.2	i	29.4
CC(C)C(=O)NC(CC(=O)O)c1ccccc1 (stereo not drawn)	-0.9	i	4.7
O=C(NCc1ccccn1)C1CCN(S(=O)(=O)c2cnc[nH]2)CC1	-1.0	i	12.2
COC(=O)C1=C(N)Oc2cc(C)n(CCCn3ccnc3)c(=O)c2C1c1cccc(Cl)c1 (stereo not drawn)	-1.1	i	8.6
CC(C)c1nc2cc(C(=O)N(C)Cc3ccc(F)cc3)ccc2o1	0.7	i	-3.0
COc1ccccc1-n1c(SCC(=O)Nc2ccc(NC(C)=O)cc2)nc2c([nH]c3ccccc32)c1=O	0.1	i	20.8
CC(C)Oc1ccc(C(CC(=O)O)NC(=O)C(Sc2ccccc2)c2ccccc2)cc1 (stereo not drawn)	-0.5	i	30.9
CC(C)CCNC(=O)C1(O)c2ccccc2NC(=O)N1c1ccc(Cl)cc1 (stereo not drawn)	-0.3	i	16.4
COc1ccc(NC(=O)C2CCCN(S(=O)(=O)c3cccc4nonc34)C2)cc1OC (stereo not drawn)	0.6	i	19.0
O=C(CN(C(=O)CCC(=O)Nc1nccs1)c1ccc(F)cc1)NCc1ccc2c(c1)OCO2	-0.4	i	32.8
COc1ccc(/C=N/n2cncn2)cc1Cn1cc([N+](=O)[O-])cn1	-0.5	i	11.3
Cc1ccc(NS(=O)(=O)c2ccc3c(c2)oc(=O)n3C)c(C)c1	-1.9	i	.
COc1cccc(CN2CCNC(=O)C2CC(=O)NCCOc2cccnc2)c1 (stereo not drawn)	-0.5	i	13.6
Cc1ccc(-n2nc3c(N4CCC(C(=O)N5CCCCCC5)CC4)nnc(C)c3c2C)cc1	1.3	i	11.2
COc1cc(/C=C(\NC(=O)c2ccccc2)C(=O)NCCO)c([N+](=O)[O-])cc1OC	-5.3	i	34.2
Oc1cc(Nc2ccccc2)cc2cccnc12	-1.0	.	26.9
O=C(CSc1ncccn1)NC1CCS(=O)(=O)C1 (stereo not drawn)	-0.8	i	2.8
CCOC(=O)CSc1ccc2nnc(-c3ccccc3)n2n1	1.0	i	4.7
N#C/C(=C\c1cccc(NC(=O)c2ccccc2Cl)c1)C(=O)NCCc1ccccc1	-2.4	i	14.1
CCN(CC)S(=O)(=O)c1ccc(OCC(=O)NC(=O)c2ccccc2OC)c([N+](=O)[O-])c1	-0.8	i	18.4
COc1cccc(C(=O)Nc2cccc(C(=O)NCC(C)C)c2)c1	0.9	-6.69*	17.7
COc1cc2c(cc1OC)CN(C1CCC(C)CC1)CC2 (stereo not drawn)	1.6	i	20.5
CC(/C=C/c1ccc(N(C)C)cc1)=N/N=C1/NC(=O)CC(C(=O)Nc2ccc(Cl)cc2)S1 (stereo not drawn)	-1.6	i	12.0
COc1cc(C(=O)NC2CCCc3ccccc32)ccc1OCC(=O)Nc1ccc(F)cc1 (stereo not drawn)	-1.7	i	10.9

Some of the entries so far, with two lines to a compound:
Order of values: STK33 inh	KCNQ2 block	OX1R FRET antag
> COC(=O)C1=C(N)Oc2cc(C)n(CCCn3ccnc3)c(=O)c2C1c1cccc(Cl)c1 (stereo not drawn)
 : -1.1	i	8.6
> CC(C)C(=O)NC(CC(=O)O)c1ccccc1 (stereo not drawn)
 : -0.9	i	4.7
> COc1cc(/C=C(\NC(=O)c2ccccc2)C(=O)NCCO)c([N+](=O)[O-])cc1OC
 : -5.3	i	34.2
> COc1cc(N=C(N)N=C(N)N)cc(OC)c1
 : 0.0	i	-6.9
> NC(=O)CSc1nnc(-c2ccncc2)n1CCc1ccccc1
 : 1.1	i	15.1

(continued)
SMILES	STK33 inh	KCNQ2 block	OX1R FRET antag
COC(C(=O)Nc1ccc(F)cc1)c1ccccc1 (stereo not drawn)	-1.7	i	10.9
CCOC(=O)C(NC(=O)c1ccc(F)cc1)(Nc1nnc(C)s1)C(F)(F)F (stereo not drawn)	-0.3	i	8.3
COc1ccccc1N1CCN(C(=O)c2cn(C)c3ccc(S(=O)(=O)N4CCOCC4)cc3c2=O)CC1	2.8	i	15.0
COc1cc(/C=C/C(=O)OCC(=O)c2ccccc2)cc(OC)c1OC	0.3	.	7.0
Cc1ccc(C(C)C)c(OCC(=O)Nc2ccc(N3CCN(S(C)(=O)=O)CC3)cc2)c1	-0.1	.	23.1
CC(C)CC(=O)Nc1ccc2c3c(cccc13)CC2	0.2	i	11.5
Cn1nc(-c2ccccc2)c(CSc2ccccc2)c1Cl	-0.7	i	27.9
COc1ccc(C(=O)CSc2nnc(CCc3ccccc3)n2-c2ccccc2)cc1	-1.4	i	7.9
O=C(CSc1n[nH]c(-c2ccncc2)n1)Nc1ccc(Cl)cc1	-1.8	i	10.3
Cc1ccc(NC(=O)CCNS(=O)(=O)c2ccc3c(c2)CCC(=O)N3)cc1C	0.2	i	3.8
OCCNCCSc1ccc(Cl)cc1	0.3	i	14.4
CCC(=O)Nc1ccc(Br)c(Cl)c1	-2.2	i	5.7
Cc1ccc(SCC(=O)NC2CC2)cc1	-1.6	i	7.6
COc1cccc(CNC(=O)CCC2CCCN(C(=O)c3ccc(C)nc3)C2)c1 (stereo not drawn)	-2.4	i	5.4
CC(C)OCC(O)CN1CCNCC1 (stereo not drawn)	-1.8	i	5.7
CCCCN(CC)C(=O)Cc1cn(C)c2ccccc12	-1.6	i	18.2
O=C(CCn1c(=S)oc2ccccc21)N1CCN(c2ccc(F)cc2)CC1	-0.3	i	1.4
Cc1ccc2cc(C#N)c(NCCNC(=S)NCCCN(C)C)nc2c1C	2.2	i	5.0
O=C1S/C(=C\c2ccc(Cl)cc2)C(=O)N1CCn1cnnn1	-2.2	i	19.7
O=C(O)C1CCCN(S(=O)(=O)c2ccc3c(c2)OCCO3)C1 (stereo not drawn)	-0.5	i	15.8
COc1ccc2nc(/C(C#N)=C\c3ccc(Oc4ccc([N+](=O)[O-])cn4)cc3)[nH]c2c1	-4.3	i	26.6
Cc1cccc(N/C=C(\[N+](=O)[O-])S(=O)(=O)c2ccccc2)c1C	-2.1	i	15.1
Cc1ccc(C)c(OCc2ccc(C(=O)Nc3ccc([N+](=O)[O-])cn3)o2)c1	-1.7	.	14.8
O=C(NNC(=O)c1ccccc1[N+](=O)[O-])Nc1ccccc1C(F)(F)F	-1.1	i	12.0
CCn1c(SCC(=O)Nc2ccc(C)cc2)nnc1-c1ccc(O)cc1	1.2	i	6.2
O=C(c1ccoc1)N1CCCC(N2CCN(c3cccc(Cl)c3)CC2)C1 (stereo not drawn)	-0.6	i	.
Cc1cccc(C)c1NC(=O)c1cc(S(=O)(=O)N2CCOCC2)ccc1F	0.1	i	11.8
COC(=O)c1ccc(NC(=O)CCn2c(=O)oc3ccccc32)cc1	-0.7	i	11.4
CC(=O)[C@@]1(O)CC[C@H]2[C@@H]3CCC4=CC(=O)CC[C@]4(C)[C@H]3CC[C@@]21C	-0.2	i	7.4
O=C1NC(=Nc2ccccc2Cl)S/C1=C\c1ccc(C(=O)O)cc1	1.2	i	2.9
COc1ccc(CN(CC(=O)NCC2CCCO2)C(=O)CCC(=O)Nc2nccs2)cc1 (stereo not drawn)	-1.8	i	9.1
Cc1c(C#N)c2ncnc(-c3ccccc3)c2n1-c1ccccc1	-0.1	i	5.4
CCCCNc1nc2sc3c(c2c(=O)n1-c1cccc(Cl)c1)CCN(C)C3	-0.1	i	6.8
COc1ccc(OCCN2CCN(C3CC(=O)N(CCC(C)C)C3=O)CC2)cc1 (stereo not drawn)	-0.2	i	7.3
Cc1ccccc1OCCNC(=O)c1ccccc1Sc1ccccc1C#N	-1.1	i	8.2
CCc1cc2c3c(c1)C1(C(=O)N3C(C)(C)CC2C)C(C#N)=C(N)N2C(=C1C#N)Nc1ccccc12 (stereo not drawn)	0.0	i	34.5
CC(C)c1nc2sc(C(=O)O)c(N)c2c2c1CCCC2	1.3	i	10.9
COc1cccc(NC(=O)N2CCCC(C(=O)Nc3ccccc3OC)C2)c1 (stereo not drawn)	-0.4	i	8.8
O=C(OCC1COc2ccccc2O1)c1ccccc1F (stereo not drawn)	0.6	i	11.8
Cc1ccccc1S(=O)(=O)NC1OC(=O)C(Oc2ccccc2)=C1Br (stereo not drawn)	12.0	i	12.8

Looked up by structure from the list above, three records:
SMILES	STK33 inh	KCNQ2 block	OX1R FRET antag
COc1cccc(-c2csc(N3CCN(C(=O)Nc4ccccc4Cl)CC3)n2)c1	-2.4	i	18.4
O=C(O)C1CCCN(S(=O)(=O)c2ccc3c(c2)OCCO3)C1 (stereo not drawn)	-0.5	i	15.8
O=C(OCC1COc2ccccc2O1)c1ccccc1F (stereo not drawn)	0.6	i	11.8

The list continues.
SMILES	STK33 inh	KCNQ2 block	OX1R FRET antag
O=C(NC1CCCCC1)C(c1ccccc1)N(Cc1ccco1)C(=O)c1csnn1 (stereo not drawn)	-0.9	i	45.6
Cc1ccc2c(cnn2C(=O)CCC(=O)NCc2cccc(Br)c2)c1	-0.6	i	2.5
CC(=O)Nc1sc2c(c1-c1nc3ccccc3s1)CN(C(C)C)CC2	0.5	.	13.5
CCCN(C(=O)Cc1nc(N)n[nH]1)C1(C(=O)Nc2ccccc2C)CCCCC1	3.3	i	11.3
COCC(=O)N(CCN(C)C)Cc1cc2cc3c(cc2nc1Cl)OCO3	0.4	i	19.2
COc1cc(CCC(=O)Nc2c(C(=O)N3CCN(c4ccccc4)CC3)oc3ccccc23)on1	-0.8	i	14.8
CCOC(=O)CSc1nc2cccnc2n1C	3.7	i	26.9
CCOC(=O)N1CCN(C(=O)CSc2nc3c(cnn3-c3ccccc3)c(=O)[nH]2)CC1	-0.7	i	8.6
